Growth percent in the NCI-60 one-dose screen (48 h, 10 µM unless noted): 100 = growth as untreated, 0 = no growth, -100 = all killed.
HCC-2998 = HCC-2998 colon cancer; AID 1794799; 79,000 tested, 4.7% active
786-0 = 786-0 renal cancer cells; 81,000 tested, 5.1% active
HT29 = HT29 colon cancer | 81,000 tested, 7.4% active
SN12C = SN12C renal cancer cells. 81,000 tested, 3.8% active. AID 1794767
TK-10 = TK-10 renal cancer cells; 81,000 tested, 3.9% active
UO-31 = UO-31 renal cancer; 81,000 tested, 5.2% active; AID 1794768
SW-620 = SW-620 colon cancer; 82,000 tested, 5.2% active; AID 1794795
HCT-15 = HCT-15 colon cancer | AID 1794746 | 82,000 tested, 5.2% active
HCT-116 = HCT-116 colon cancer. 82,000 tested, 7.3% active
Starred values were filed as active, the others as inactive. Rule for the calls: active = growth percent below 10; inactive = the rest. Compounds were not picked by outcome. Share with any hit: about 12%.

What do the screens show for `COc1ccc2c(c1)CC/C(=C\c1ccc(OCC(=O)Nc3nccs3)cc1)C2=O`?
HCC-2998: 102; 786-0: 105; HT29: 108; SN12C: 104; TK-10: 120; UO-31: 20; SW-620: 102; HCT-15: 124; HCT-116: 105

Results for Cc1cc([N+](=O)[O-])ccc1P(=O)(O)c1ccc([N+](=O)[O-])cc1C ?
HCC-2998: 104; 786-0: 108; HT29: 111; SN12C: 93; TK-10: 112; UO-31: 75; SW-620: 102; HCT-15: 106; HCT-116: 108

Results for COC(=O)c1ccc(-n2cc(CCCOS(=O)(=O)c3ccc(-c4ccccc4)cc3)nn2)cc1 ?
HCC-2998: 117; 786-0: 100; HT29: 109; SN12C: 102; TK-10: 109; UO-31: 88; SW-620: 103; HCT-15: 102; HCT-116: 99

How did c1ccc2c(c1)ccc1c2nc2c3cc4ccccc4n3c3ccccc3n12 do in these assays?
HCC-2998: 111; 786-0: 107; HT29: 121; SN12C: 98; TK-10: 135; UO-31: 59; SW-620: 99; HCT-15: 105; HCT-116: 100

What do the screens show for `CN(C)c1ccc(C(=O)C(=O)c2ccccc2)cc1`?
HCC-2998: 93; 786-0: 95; HT29: 92; SN12C: 98; TK-10: 84; UO-31: 79; SW-620: 112; HCT-15: 102; HCT-116: 94

Results for CC1=CC(C)(C)Nc2ccc(Cc3ccc4c(c3)C(C)=CC(C)(C)N4)cc21 ?
786-0: 97; HT29: 103; SN12C: 97; TK-10: 112; UO-31: 78; SW-620: 130; HCT-15: 101; HCT-116: 83

How did C[PH+](c1nc2ccccc2nc1[PH+](C)C(C)(C)C)C(C)(C)C.C[PH+](c1nc2ccccc2nc1[PH+](C)C(C)(C)C)C(C)(C)C.[Au+].[Cl-] (stereo not given) do in these assays?
HCC-2998: -100*; 786-0: -97*; HT29: -100*; SN12C: -59*; TK-10: -92*; UO-31: -91*; SW-620: -100*; HCT-15: -81*; HCT-116: -100*

How did O=C1/C(=C/c2ccc(F)cc2)C=C(c2ccccc2)N1CCc1ccccc1 do in these assays?
HCC-2998: 85; 786-0: 28; HT29: 63; SN12C: 58; TK-10: 62; UO-31: 51; SW-620: 70; HCT-15: 78; HCT-116: 29

How did CCOC(=O)CC(NC(=O)c1cccc(NCc2ccc(C(=N)N)cc2)c1)c1ccccc1 (stereo not given) do in these assays?
HCC-2998: 103; 786-0: 100; HT29: 97; SN12C: 102; TK-10: 89; UO-31: 80; SW-620: 102; HCT-15: 98; HCT-116: 87

How did O=C(CCl)NCCCN1CCN(CCCNC(=O)CCl)CC1 do in these assays?
HCC-2998: 98; 786-0: 99; HT29: 101; SN12C: 102; TK-10: 94; UO-31: 83; SW-620: 110; HCT-15: 105; HCT-116: 105

Results for CC(Nc1n[nH]c2nc(-c3ccccc3)nc(N)c12)c1ccccc1 (stereo not given) ?
HCC-2998: 95; 786-0: 88; HT29: 97; SN12C: 92; TK-10: 113; UO-31: 88; SW-620: 101; HCT-15: 97; HCT-116: 97

Results for Nc1nc(N)c2cc(C=O)ccc2n1 ?
HCC-2998: 101; 786-0: 106; HT29: 87; SN12C: 99; TK-10: 111; UO-31: 76; SW-620: 98; HCT-15: 96; HCT-116: 92

How did O=C(O)CCN1CCOCC1 do in these assays?
HCC-2998: 113; 786-0: 106; HT29: 87; SN12C: 99; TK-10: 94; UO-31: 104; SW-620: 105; HCT-15: 101; HCT-116: 104

What do the screens show for `CN(C)c1ccc(C(c2ccc(N(C)C)cc2)C(O)c2ccccc2)cc1` (stereo not given)?
HCC-2998: 101; 786-0: 105; HT29: 116; SN12C: 104; TK-10: 105; UO-31: 71; SW-620: 104; HCT-15: 101; HCT-116: 105

What do the screens show for `OCCNCCNc1c2ccccc2nc2cc(Cl)ccc12`?
HCC-2998: 65; 786-0: 75; HT29: 45; SN12C: 52; TK-10: 76; UO-31: 43; SW-620: 47; HCT-15: 79; HCT-116: 45

Results for Cc1cccc2c(=O)c3c(sc12)c(NCc1ccccc1)nc1ccccc13 ?
HCC-2998: 90; 786-0: 100; HT29: 83; SN12C: 94; TK-10: 105; UO-31: 67; SW-620: 95; HCT-15: 64; HCT-116: 77

Results for COc1ccc(-c2nnc(CSC3=NC(c4ccc(F)cc4)C(C(C)=O)=C(C)N3)o2)cc1 (stereo not given) ?
HCC-2998: 95; 786-0: 93; HT29: 99; SN12C: 98; TK-10: 92; UO-31: 70; SW-620: 101; HCT-15: 100; HCT-116: 98

What do the screens show for `COc1cc(Cc2cc(-c3ccccc3)nn(CC(=O)c3ccccc3)c2=O)cc(OC)c1OC`?
HCC-2998: 90; 786-0: 82; HT29: 81; SN12C: 76; TK-10: 93; UO-31: 61; SW-620: 88; HCT-15: 76; HCT-116: 66

What do the screens show for `COc1cccc(C(=O)N(c2ccc(F)cc2C(F)(F)F)C(C(=O)NC(C)(C)C)c2cc3c(C)cc(C)cc3nc2Cl)c1` (stereo not given)?
HCC-2998: 122; 786-0: 96; HT29: 90; SN12C: 98; TK-10: 96; UO-31: 88; SW-620: 100; HCT-15: 97; HCT-116: 86

How did CCOC(=O)COc1ccc2c(c1)O/C(=C\c1ccccc1OC)C2=O do in these assays?
HCC-2998: 127; 786-0: 108; HT29: 113; SN12C: 96; TK-10: 97; UO-31: 83; SW-620: 100; HCT-15: 105; HCT-116: 113

What do the screens show for `CCOc1nc(-c2cccs2)n2nc(-c3cccs3)cc2n1`?
HCC-2998: 78; 786-0: 94; HT29: 82; SN12C: 98; UO-31: 111; SW-620: 97; HCT-15: 95; HCT-116: 79

How did CNc1ccc(Br)cc1-c1n[nH]c(=O)[nH]c1=O do in these assays?
HCC-2998: 107; 786-0: 95; HT29: 112; SN12C: 108; UO-31: 71; SW-620: 93; HCT-15: 102; HCT-116: 98

What do the screens show for `Nc1ncnc2c1ncn2C1OC2COP(O)(=S)OC3C(COP(=O)(O)OC2C1F)OC(n1ccc(=O)[nH]c1=O)C3F` (stereo not given)?
HCC-2998: 100; 786-0: 93; HT29: 79; SN12C: 106; TK-10: 72; UO-31: 89; SW-620: 108; HCT-15: 104; HCT-116: 81

Results for CCCCN(CCCC)CCC(O)c1cc2c(Cl)cc(Cl)cc2c2cc(C(F)(F)F)ccc12 (stereo not given) ?
HCC-2998: 75; 786-0: 74; HT29: 49; SN12C: 70; TK-10: 88; UO-31: 33; SW-620: 55; HCT-15: 60; HCT-116: 73

Results for N#Cc1cnc2cc(OC[C@@H](O)CO)c(NC(=O)CC3CSSC3)cc2c1Nc1ccc(OCc2cccc(F)c2)c(Cl)c1 ?
HCC-2998: -78*; 786-0: -31*; HT29: -82*; SN12C: -70*; TK-10: -61*; UO-31: 51; SW-620: -75*; HCT-15: 22; HCT-116: -60*

What do the screens show for `CC1(c2cccc(Cl)c2)NC(=O)NC1=O` (stereo not given)?
HCC-2998: 96; 786-0: 97; HT29: 104; SN12C: 87; TK-10: 93; UO-31: 80; SW-620: 105; HCT-15: 100; HCT-116: 99

How did CCc1c(N=O)c(-c2ccccc2)n(O)[n+]1[O-] do in these assays?
HCC-2998: 104; 786-0: 101; HT29: 107; SN12C: 104; TK-10: 101; UO-31: 91; SW-620: 100; HCT-15: 103; HCT-116: 99

What do the screens show for `CC1=CC(OC(=O)C(C)(O)CCC(C)(C(=O)OC2(C(C)C)CCCC3(C)OC32)C(C)C)C(C(C)C)CC1` (stereo not given)?
HCC-2998: 111; 786-0: 104; HT29: 103; SN12C: 101; TK-10: 97; UO-31: 92; SW-620: 104; HCT-15: 105; HCT-116: 106

How did CC/C(Cc1ccc(O)cc1)=N\NC(N)=S do in these assays?
HCC-2998: 120; 786-0: 111; HT29: 55; SN12C: 93; TK-10: 117; UO-31: 75; SW-620: 75; HCT-15: 86; HCT-116: 20

How did COc1ccc(-c2nc(Nc3nc4ccccc4[nH]3)nc(N)c2C#N)cc1 do in these assays?
786-0: 102; HT29: 96; SN12C: 91; TK-10: 96; UO-31: 73; SW-620: 108; HCT-15: 101; HCT-116: 94

What do the screens show for `COc1cc(N=Nc2c(O)c3ccccc3[nH]c2=O)c(OC)cc1N=Nc1ccccc1`?
HCC-2998: 115; 786-0: 112; HT29: 104; SN12C: 102; TK-10: 141; UO-31: 87; SW-620: 102; HCT-15: 106; HCT-116: 96

How did C=CCn1c(SCC(=O)c2ccc(Cl)cc2)nnc1-c1ccc(Cl)cc1 do in these assays?
HCC-2998: 103; 786-0: 104; HT29: 98; SN12C: 100; TK-10: 103; UO-31: 80; SW-620: 92; HCT-15: 99; HCT-116: 87

What do the screens show for `CN1CCN(C(=O)N2c3ccccc3Sc3ccccc32)CC1`?
HCC-2998: 112; 786-0: 96; HT29: 109; SN12C: 91; TK-10: 93; UO-31: 79; SW-620: 99; HCT-15: 79; HCT-116: 104

How did Cn1cnc2cc(CN3CCC(OCc4ccc(F)c(F)c4)CC3)ccc21 do in these assays?
HCC-2998: 115; 786-0: 101; HT29: 88; SN12C: 95; TK-10: 95; UO-31: 70; SW-620: 92; HCT-15: 94; HCT-116: 90

How did Cc1ccccc1NNc1ccccc1C do in these assays?
HCC-2998: 104; HT29: 103; SN12C: 98; TK-10: 107; SW-620: 102; HCT-15: 103; HCT-116: 103

Results for Cc1ccc(Cl)cc1N=C=S ?
HCC-2998: 105; 786-0: 102; HT29: 106; SN12C: 103; TK-10: 122; UO-31: 86; SW-620: 105; HCT-15: 132; HCT-116: 91

How did Cc1cc(C)nc(NS(=O)(=O)c2ccc(Nc3nc4nc(Nc5cccc(O)c5)nc(-c5ccc(O)cc5)c4c(=O)[nH]3)cc2)n1 do in these assays?
HCC-2998: 105; 786-0: 107; HT29: 122; SN12C: 105; TK-10: 132; UO-31: 110; SW-620: 111; HCT-15: 95; HCT-116: 102

Results for CN(C[C@H]1Cc2c(cccc2N2CCN(c3ncccn3)CC2)CN1)[C@H]1CCCc2cccnc21 ?
HCC-2998: 54; 786-0: 39; HT29: 21; SN12C: 40; TK-10: 38; UO-31: 17; SW-620: 31; HCT-15: 32; HCT-116: 20

What do the screens show for `COc1ccc2ncc(C#Cc3cncc(C(=O)Nc4ccc(CN5CCN(C)CC5)c(C(F)(F)F)c4)c3)n2n1`?
HCC-2998: -96*; 786-0: -56*; HT29: -52*; SN12C: -93*; TK-10: -76*; UO-31: -90*; SW-620: -72*; HCT-15: -91*; HCT-116: -44*

8 neighbouring records already listed, quoted:
How did C=CCn1c(SCC(=O)c2ccc(Cl)cc2)nnc1-c1ccc(Cl)cc1 do in these assays?
HCC-2998: 103; 786-0: 104; HT29: 98; SN12C: 100; TK-10: 103; UO-31: 80; SW-620: 92; HCT-15: 99; HCT-116: 87

What do the screens show for `CN1CCN(C(=O)N2c3ccccc3Sc3ccccc32)CC1`?
HCC-2998: 112; 786-0: 96; HT29: 109; SN12C: 91; TK-10: 93; UO-31: 79; SW-620: 99; HCT-15: 79; HCT-116: 104

How did Cn1cnc2cc(CN3CCC(OCc4ccc(F)c(F)c4)CC3)ccc21 do in these assays?
HCC-2998: 115; 786-0: 101; HT29: 88; SN12C: 95; TK-10: 95; UO-31: 70; SW-620: 92; HCT-15: 94; HCT-116: 90

How did Cc1ccccc1NNc1ccccc1C do in these assays?
HCC-2998: 104; HT29: 103; SN12C: 98; TK-10: 107; SW-620: 102; HCT-15: 103; HCT-116: 103

Results for Cc1ccc(Cl)cc1N=C=S ?
HCC-2998: 105; 786-0: 102; HT29: 106; SN12C: 103; TK-10: 122; UO-31: 86; SW-620: 105; HCT-15: 132; HCT-116: 91

How did Cc1cc(C)nc(NS(=O)(=O)c2ccc(Nc3nc4nc(Nc5cccc(O)c5)nc(-c5ccc(O)cc5)c4c(=O)[nH]3)cc2)n1 do in these assays?
HCC-2998: 105; 786-0: 107; HT29: 122; SN12C: 105; TK-10: 132; UO-31: 110; SW-620: 111; HCT-15: 95; HCT-116: 102

Results for CN(C[C@H]1Cc2c(cccc2N2CCN(c3ncccn3)CC2)CN1)[C@H]1CCCc2cccnc21 ?
HCC-2998: 54; 786-0: 39; HT29: 21; SN12C: 40; TK-10: 38; UO-31: 17; SW-620: 31; HCT-15: 32; HCT-116: 20

What do the screens show for `COc1ccc2ncc(C#Cc3cncc(C(=O)Nc4ccc(CN5CCN(C)CC5)c(C(F)(F)F)c4)c3)n2n1`?
HCC-2998: -96*; 786-0: -56*; HT29: -52*; SN12C: -93*; TK-10: -76*; UO-31: -90*; SW-620: -72*; HCT-15: -91*; HCT-116: -44*

Assay outcomes from PubChem.
